NF-kB neuron act = activators of NF-kB expression in neurons, primary screen, cell-based, HTS. human neuronal cells, NF-kB reporter expression; stronger effect = higher value. fold change at 12.5 µM. 1.6% of 190,000 active. AID 1239, 2008; in the data active = fold change above about 3.3
APP 5'UTR act = activators of APP 5'UTR luciferase reporter, primary screen, SH-SY5Y cells; SH-SY5Y APP 5'UTR luciferase reporter, luminescence; zero percent = DMSO vehicle wells; activation, % at 2 µM; 1% of 190,000 active;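 active = activation above a set limit, based on mean plus 3 SD of controls, cut at about 140% in these data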; also: values of inactives mirror those of a sister screen read the other way
STAT1 act = STAT1 signaling activators, primary screen, cell-based, HTS, luciferase reporter. NIH 3T3 STAT1-luciferase reporter, IFN-gamma, luminescence; 100% = IFN-gamma alone, no compound. activation (% of control), % at 5.5 µM. 2.6% of 200,000 active;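 active = activation above the screen-wide mean activation plus 3 SD, cut at about 130% in these data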;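 also: raw ratio to IFN-gamma control signal so 100% means no change and 0% no light; values of inactives mirror those of a sister screen read the other way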
STAT1 blocker = STAT1 signaling inhibitors, primary screen, cell-based, HTS, luciferase reporter. NIH 3T3 STAT1-luciferase reporter, IFN-gamma, luminescence. inhibition, % at 5.5 µM. 0.35% of 200,000 active;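 active = inhibition above a set limit, the mean inhibition across all tested compounds plus 3 SD, cut at about 34% in these data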;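 also: 0% = IFN-gamma with DMSO and 100% = IFN-gamma with 300 µM nifuroxazide; values of inactives mirror those of a sister screen read the other way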
APP transl inh = inhibitors of APP translation via 5'UTR reporter, primary screen, APP 5'UTR luciferase, SH-SY5Y cells; SH-SY5Y APP 5'UTR-luciferase reporter, luminescence; inhibition, % at 2 µM; 0.82% of 190,000 active; AID 1285, 2008;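 active = inhibition above a set limit, derived from the sample mean plus 3 SD, cut at about 45% in these data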; also: values of inactives mirror those of a sister screen read the other way
ROMK primary = ROMK potassium channel modulators, primary screen, cell-based, thallium flux, MLSMR library. Tet-inducible ROMK, thallium flux fluorescence; actives lie on both sides. 2% of 130,000 active. B-score at 10 µM. AID 1918, 2009;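 active = signal ratio slope over the read window, or its plate-corrected B-score, at least 3 SD from the plate mean, either direction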;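 also: B-score of the F/F0 ratio slope over 7 to 12 s after thallium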
Target sequence (P48048 whole entry, looked up): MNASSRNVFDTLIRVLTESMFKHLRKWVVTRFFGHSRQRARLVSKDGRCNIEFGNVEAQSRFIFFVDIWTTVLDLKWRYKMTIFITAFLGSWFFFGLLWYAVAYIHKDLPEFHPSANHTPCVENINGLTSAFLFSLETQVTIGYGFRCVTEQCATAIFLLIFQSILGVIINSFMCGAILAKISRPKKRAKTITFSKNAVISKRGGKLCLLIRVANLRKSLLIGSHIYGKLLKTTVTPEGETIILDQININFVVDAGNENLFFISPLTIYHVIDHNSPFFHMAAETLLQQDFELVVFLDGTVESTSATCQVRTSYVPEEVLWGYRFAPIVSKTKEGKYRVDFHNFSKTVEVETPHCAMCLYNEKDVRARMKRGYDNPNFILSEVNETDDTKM
STAT3 act = IL-6 driven STAT3 reporter potentiators, primary screen, U3A cells, luciferase, luminescence, MLSCN library | IL-6 STAT3-luciferase reporter; 100% = signal with IL-6 EC80 alone | activation (% of control), % at 5.6 µM | 0.91% of 190,000 active;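 active = activation above the screen-wide mean of compound activation plus 3 SD, cut at about 130% in these data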;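 also: 0% = background luminescence of wells with medium and substrate only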
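Material: STAT3-luciferase reporter U3A cells. Controls: IL-6-treated wells, 100% activation. Read-out: % activation versus median of IL-6-stimulated wells. Probe or stimulus: IL-6 stimulus at 33 ng/mL final. Timing: compound 1 h, then IL-6 6 h at 37 °C. Signal: reporter luminescence signal.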
STAT3 inh = IL-6 driven STAT3 reporter inhibitors, primary screen, U3A cells, luciferase, luminescence, MLSCN library | IL-6 STAT3-luciferase reporter; host cell line lacks STAT1 | inhibition, % at 5.5 µM | 0.89% of 190,000 active | AID 862, 2007;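 active = inhibition above the mean inhibition across all screened compounds plus 3 SD, cut at about 44% in these data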;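 also: 0% = DMSO only wells and 100% = 100 µM nifuroxazide control wells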
FLuc inh counter = firefly luciferase enzyme inhibitors, primary screen, artefact control for luciferase-based inhibitor screens, biochemical, luminescence, ATPLite | inhibition, % at 10 µM | 1.5% of 200,000 active | 10 min | Luciferin 4-monooxygenase (Photinus pyralis), P08659;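 active = inhibition above about 50% when tested at 10 µM, limit read from the data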
Target sequence (P08659 whole entry, looked up): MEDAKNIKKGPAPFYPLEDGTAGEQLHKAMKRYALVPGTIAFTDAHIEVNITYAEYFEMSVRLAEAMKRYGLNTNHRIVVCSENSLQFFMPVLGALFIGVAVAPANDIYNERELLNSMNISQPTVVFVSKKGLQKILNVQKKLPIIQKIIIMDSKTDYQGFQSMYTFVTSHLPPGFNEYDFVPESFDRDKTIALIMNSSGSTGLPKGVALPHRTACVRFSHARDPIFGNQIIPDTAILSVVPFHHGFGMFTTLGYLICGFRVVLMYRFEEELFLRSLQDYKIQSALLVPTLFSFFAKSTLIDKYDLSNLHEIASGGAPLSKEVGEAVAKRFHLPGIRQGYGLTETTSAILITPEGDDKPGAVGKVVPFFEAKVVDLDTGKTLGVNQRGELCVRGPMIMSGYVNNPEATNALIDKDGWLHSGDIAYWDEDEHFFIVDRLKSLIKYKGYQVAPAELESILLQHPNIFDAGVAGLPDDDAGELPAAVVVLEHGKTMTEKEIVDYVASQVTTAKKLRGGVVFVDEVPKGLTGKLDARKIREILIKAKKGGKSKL
FLuc stim CS = FLuc activators, initial screening, artefact control for FLuc-dependent activation tests, biochemical, ATPlite luminescence; ATPlite luciferase biochemical, 10 min; 0 = ATP-free wells, 1 = DMSO control; 200,000 tested, under 10 active; activation factor at 10 µM;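 active = luciferase activation factor, scaled between plate controls, of at least 2 with compound at 10 µM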
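Assay system: Luciferase/luciferin detection reagent, cell-free biochemical luciferase assay / Read-out: luciferase activation / Benchmarks: No-ATP low control, compound-free enzyme-plus-ATP high control / Medium: PBS buffer for ATP / Detection: luminescence measurement of luciferase light output / Schedule: 10 min at ambient temperature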
Starred values were filed as active, the others as inactive.

O=C(c1ccc(C(F)(F)F)cc1)N1CCCCC1 was read as NF-kB neuron act 1, APP 5'UTR act -12, STAT1 act 99, STAT1 blocker 0, APP transl inh 12, ROMK primary -0.012, STAT3 act 105, STAT3 inh -1, FLuc inh counter -7 and FLuc stim CS 1.1.
CN(C)c1ccc(C(CNC(=O)c2ccccc2Br)c2c[nH]c3ccccc23)cc1 (configuration not stated) was read as NF-kB neuron act 0.88, APP 5'UTR act 3, STAT1 act 110, STAT1 blocker -11, APP transl inh -3, ROMK primary -0.5, STAT3 act 122, STAT3 inh -30, FLuc inh counter 0 and FLuc stim CS 1.
`CCn1c(SC)nc2c(c1=O)SC(C)C2` (configuration not stated) gave NF-kB neuron act 1.1, APP 5'UTR act 7, STAT1 act 98, STAT1 blocker 3, APP transl inh -6, STAT3 act 92, STAT3 inh 15, FLuc inh counter -6 and FLuc stim CS 1.1.
For CCCNC(=O)CN(C1CCCCC1)S(C)(=O)=O the results were NF-kB neuron act 1.4, APP 5'UTR act -4, STAT1 act 94, STAT1 blocker 6, APP transl inh 4, STAT3 act 97, STAT3 inh 7, FLuc inh counter 2 and FLuc stim CS 1.
For COc1ccc(N(CN2C(=O)C3C4C=CC(C4)C3C2=O)C(=O)c2ccco2)cc1 (configuration not stated) the results were NF-kB neuron act 1, APP 5'UTR act 7, STAT1 act 98, STAT1 blocker 2, APP transl inh -7, ROMK primary 0.64, STAT3 act 100, STAT3 inh 8, FLuc inh counter -12 and FLuc stim CS 1.1.
For O=C(NC(=S)Nc1ccc(S(=O)(=O)Nc2nccs2)cc1)c1ccc(Br)o1 the results were NF-kB neuron act 1.1, APP 5'UTR act 9, STAT1 act 100, STAT1 blocker -1, APP transl inh -9, ROMK primary 0.71, STAT3 act 90, STAT3 inh 14, FLuc inh counter -10 and FLuc stim CS 1.1.
Screening Cc1cccnc1NC(=O)COc1ccc2oc3c(c2c1)CCCC3 returned NF-kB neuron act 1.6, APP 5'UTR act -29, STAT1 act 103, STAT1 blocker -7, APP transl inh 29, ROMK primary -2.8, STAT3 act 98, STAT3 inh 6, FLuc inh counter 0 and FLuc stim CS 1.
`CCCCOc1ccc(/C=C/C(=O)OCC(=O)c2c(N)n(C)c(=O)n(C)c2=O)cc1OCC` gave NF-kB neuron act 1.2, APP 5'UTR act -14, STAT1 act 102, STAT1 blocker -4, APP transl inh 14, ROMK primary 2.5, STAT3 act 99, STAT3 inh 3, FLuc inh counter -2 and FLuc stim CS 1.
`CC(C)OCCCN1CN(S(=O)(=O)c2ccccc2)c2nc3ccccc3nc21` gave NF-kB neuron act 1.4, APP 5'UTR act 5, STAT1 act 113, STAT1 blocker -14, APP transl inh -5, ROMK primary -2.6, STAT3 act 97, STAT3 inh 5, FLuc inh counter -2 and FLuc stim CS 1.
Cc1cccc(NC(=S)NNC(=S)NCc2ccccc2)c1 was read as NF-kB neuron act 1.4, APP 5'UTR act 49, STAT1 act 107, STAT1 blocker -5, APP transl inh -49, ROMK primary 0.72, STAT3 act 98, STAT3 inh 3, FLuc inh counter 19 and FLuc stim CS 0.8.
Screening CC(C)C(NC(=O)OCc1ccccc1)C(=O)OCC(=O)NC1CC1 (configuration not stated) returned NF-kB neuron act 0.98, APP 5'UTR act 12, STAT1 act 95, STAT1 blocker 6, APP transl inh -12, ROMK primary 0.5, STAT3 act 91, STAT3 inh 11, FLuc inh counter -6 and FLuc stim CS 1.1.
For O=S(=O)(Cc1nc2ccccc2s1)c1ccccc1 the results were NF-kB neuron act 2.2, APP 5'UTR act 73, STAT1 act 138*, STAT1 blocker -42, APP transl inh -73, STAT3 act 115, STAT3 inh -12, FLuc inh counter 4 and FLuc stim CS 1.
`CCOc1nc(-c2ccccc2)ccc1-c1noc(COC)n1` gave NF-kB neuron act 1, APP 5'UTR act 2, STAT1 act 107, STAT1 blocker -8, APP transl inh -2, ROMK primary -0.3, STAT3 act 117, STAT3 inh -20, FLuc inh counter -3 and FLuc stim CS 1.
`O=C1c2ccccc2NC2(CCCC2)N1N=C1CCCC1` gave NF-kB neuron act 0.93, APP 5'UTR act 10, STAT1 act 103, STAT1 blocker -6, APP transl inh -10, ROMK primary -0.24, STAT3 act 101, STAT3 inh 0, FLuc inh counter -5 and FLuc stim CS 1.
For CC(C)C(c1nnnn1C1CCCC1)N1c2ccccc2CC1C (configuration not stated) the results were NF-kB neuron act 1.1, APP 5'UTR act 10, STAT1 act 97, STAT1 blocker 4, APP transl inh -10, STAT3 act 109, STAT3 inh -4, FLuc inh counter -5 and FLuc stim CS 1.1.

3 compounds from above, sorted by formula weight, smallest number first.
O=C(c1ccc(C(F)(F)F)cc1)N1CCCCC1 was read as NF-kB neuron act 1, APP 5'UTR act -12, STAT1 act 99, STAT1 blocker 0, APP transl inh 12, ROMK primary -0.012, STAT3 act 105, STAT3 inh -1, FLuc inh counter -7 and FLuc stim CS 1.1.
`CCOc1nc(-c2ccccc2)ccc1-c1noc(COC)n1` gave NF-kB neuron act 1, APP 5'UTR act 2, STAT1 act 107, STAT1 blocker -8, APP transl inh -2, ROMK primary -0.3, STAT3 act 117, STAT3 inh -20, FLuc inh counter -3 and FLuc stim CS 1.
CN(C)c1ccc(C(CNC(=O)c2ccccc2Br)c2c[nH]c3ccccc23)cc1 (configuration not stated) was read as NF-kB neuron act 0.88, APP 5'UTR act 3, STAT1 act 110, STAT1 blocker -11, APP transl inh -3, ROMK primary -0.5, STAT3 act 122, STAT3 inh -30, FLuc inh counter 0 and FLuc stim CS 1.

New compounds follow.
For Cc1oc2cc3c(C(=O)N4CCCCC4)c(C)oc3cc2c1C(=O)N1CCCCC1 the results were NF-kB neuron act 0.88, APP 5'UTR act 71, STAT1 act 139*, STAT1 blocker -43, APP transl inh -71, STAT3 act 132, STAT3 inh -31, FLuc inh counter 2 and FLuc stim CS 1.
`O=C(Nc1ccccc1Cl)C1CCCN(S(=O)(=O)c2ccc(F)cc2)C1` (configuration not stated) gave NF-kB neuron act 0.97, APP 5'UTR act -13, STAT1 act 92, STAT1 blocker 8, APP transl inh 13, ROMK primary -0.038, STAT3 act 94, STAT3 inh 7, FLuc inh counter -6 and FLuc stim CS 1.1.
COc1ccc(N2CCN(C(=O)CCc3nc(-c4ccc(C)cc4)no3)CC2)cc1 was read as NF-kB neuron act 0.92, APP 5'UTR act 19, STAT1 act 96, STAT1 blocker 4, APP transl inh -19, ROMK primary 0.85, STAT3 act 101, STAT3 inh 4, FLuc inh counter -6 and FLuc stim CS 1.1.
`O=C(NC1CCCC1)C(c1ccc(Cl)cc1)N1CCc2ccccc21` (configuration not stated) gave NF-kB neuron act 1, APP 5'UTR act -1, STAT1 act 91, STAT1 blocker 10, APP transl inh 1, STAT3 act 105, STAT3 inh 3, FLuc inh counter -6 and FLuc stim CS 1.1.
O=C(CSc1ccccc1)N1CCC(N2CCC(C(=O)N3CCCC3)CC2)CC1 was read as NF-kB neuron act 1.1, APP 5'UTR act 9, STAT1 act 112, STAT1 blocker -14, APP transl inh -9, ROMK primary -0.046, STAT3 act 100, STAT3 inh 12, FLuc inh counter -8 and FLuc stim CS 1.1.
`CCCC1CC(c2csc(N)n2)CCO1` (configuration not stated) gave NF-kB neuron act 1.1, APP 5'UTR act -9, STAT1 act 100, STAT1 blocker 0, APP transl inh 9, ROMK primary 0.83, STAT3 act 103, STAT3 inh 1, FLuc inh counter -10 and FLuc stim CS 1.1.
`CCC(=O)Nc1ccc(C(=O)NCc2ccccn2)cc1` gave NF-kB neuron act 1.1, APP 5'UTR act 20, STAT1 act 120, STAT1 blocker -23, APP transl inh -20, ROMK primary -0.49, STAT3 act 105, STAT3 inh 2, FLuc inh counter -9 and FLuc stim CS 1.1.
For CCOc1ccc(C(=O)Nc2ccc(Cl)cn2)cc1Cl the results were NF-kB neuron act 4.9*, APP 5'UTR act 153*, STAT1 act 158*, STAT1 blocker -63, APP transl inh -153, ROMK primary -0.72, STAT3 act 87, STAT3 inh 17, FLuc inh counter 5 and FLuc stim CS 1.
`COC(=O)C(Cc1ccc(OC(=O)c2ccc(C(F)(F)F)cc2)cc1)N1Cc2ccccc2C1=O` (configuration not stated) gave NF-kB neuron act 2.5, APP 5'UTR act 35, STAT1 act 113, STAT1 blocker -14, APP transl inh -36, STAT3 act 109, STAT3 inh -10, FLuc inh counter -4 and FLuc stim CS 1.
`Cc1cc(C)nc(NS(=O)(=O)c2ccc(NC(=S)NC(=O)C(C)(C)C)cc2)n1` gave NF-kB neuron act 0.93, APP 5'UTR act 2, STAT1 act 99, STAT1 blocker 4, APP transl inh -2, ROMK primary 0.8, STAT3 act 103, STAT3 inh -3, FLuc inh counter -3 and FLuc stim CS 1.
Screening Cc1ccccc1C(=O)Nc1ccc(C(=O)N/N=C/c2ccc(F)cc2)cc1 returned NF-kB neuron act 1.3, APP 5'UTR act -14, STAT1 act 74, STAT1 blocker 28, APP transl inh 14, ROMK primary -0.41, STAT3 act 93, STAT3 inh 15, FLuc inh counter 3 and FLuc stim CS 1.
O=C(CN1CCC(O)(c2ccc3c(c2)OCO3)CC1)N1CCOCC1 was read as NF-kB neuron act 0.92, APP 5'UTR act -10, STAT1 act 91, STAT1 blocker 5, APP transl inh 10, ROMK primary -0.67, STAT3 act 96, STAT3 inh 5, FLuc inh counter -4 and FLuc stim CS 1.
`CCOc1ccc(NS(=O)(=O)c2ccc(OCC(=O)N3CCCC3)cc2)cc1` gave NF-kB neuron act 1, APP 5'UTR act 10, STAT1 act 98, STAT1 blocker 2, APP transl inh -10, STAT3 act 97, STAT3 inh 8, FLuc inh counter -7 and FLuc stim CS 1.1.
CCOCc1nnc(NC(=O)c2ccc(NC(C)=O)cc2)s1 was read as NF-kB neuron act 1, APP 5'UTR act 1, STAT1 act 94, STAT1 blocker 6, APP transl inh -1, ROMK primary -0.9, STAT3 act 106, STAT3 inh -5, FLuc inh counter -3 and FLuc stim CS 1.

High-throughput results from PubChem.
